TRb-SRC2 inh – disrupts binding of human TR beta to SRC2 | Potency, µM (doses to about 106 µM), without a hit: at the highest dose activity change, negative = inhibition, most hits filed as inhibitors | P10828 | 280,000 compounds, 0.065% hits | AID 1469 | TRbeta-SRC2 peptide binding, fluorescence polarization; receptor liganded with 1 µM T3;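 note: plate controls were bound peptide for no effect and peptide without receptor for full effect; nearly all actives have a fitted effect of over 50% in size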
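Fluorescence polarization of 20 nM Texas Red SRC2 peptide with 0.6 uM human TRb ligand-binding domain, in Tris buffer with 1uM T3 and 5% DMSO. Incubated 5 hr ambient; normalized to unbound and bound controls.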
Tau ThT inhib – tau fibrillization inhibition (ThT binding); P10636; recombinant tau K18 P301L (four-repeat tau fragment), heparin-induced fibrillization, ThT fluorescence; Potency, µM (doses to about 57.4 µM), for the others: at the highest dose activity, negative = inhibition, usual class: inhibitors; 270,000 compounds, 2.1% hits; note: nearly all actives have a fitted effect of over 55% in size
Target sequence (P10636 561-689 P618L limits assumed): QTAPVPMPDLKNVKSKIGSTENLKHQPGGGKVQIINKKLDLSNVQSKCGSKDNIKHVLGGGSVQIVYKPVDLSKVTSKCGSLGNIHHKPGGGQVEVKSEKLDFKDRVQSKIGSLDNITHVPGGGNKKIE
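Heparin-induced fibrillization of the P301L-mutant K18 repeat-domain fragment of human tau was followed by ThT binding in quantitative high-throughput format.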
L3MBTL1 inh – blocks human L3MBTL1 | 230,000 compounds, 0.66% hits | Potency, µM (series often up to 57.1 µM), for the others: at the top dose activity, negative = inhibition, most hits filed as inhibitors | AID 485360 | AlphaScreen L3MBTL1–H3K9me1 peptide binding; note: nearly all actives have a fitted effect of over 60% in size
Target sequence (Q9Y468 whole entry, looked up): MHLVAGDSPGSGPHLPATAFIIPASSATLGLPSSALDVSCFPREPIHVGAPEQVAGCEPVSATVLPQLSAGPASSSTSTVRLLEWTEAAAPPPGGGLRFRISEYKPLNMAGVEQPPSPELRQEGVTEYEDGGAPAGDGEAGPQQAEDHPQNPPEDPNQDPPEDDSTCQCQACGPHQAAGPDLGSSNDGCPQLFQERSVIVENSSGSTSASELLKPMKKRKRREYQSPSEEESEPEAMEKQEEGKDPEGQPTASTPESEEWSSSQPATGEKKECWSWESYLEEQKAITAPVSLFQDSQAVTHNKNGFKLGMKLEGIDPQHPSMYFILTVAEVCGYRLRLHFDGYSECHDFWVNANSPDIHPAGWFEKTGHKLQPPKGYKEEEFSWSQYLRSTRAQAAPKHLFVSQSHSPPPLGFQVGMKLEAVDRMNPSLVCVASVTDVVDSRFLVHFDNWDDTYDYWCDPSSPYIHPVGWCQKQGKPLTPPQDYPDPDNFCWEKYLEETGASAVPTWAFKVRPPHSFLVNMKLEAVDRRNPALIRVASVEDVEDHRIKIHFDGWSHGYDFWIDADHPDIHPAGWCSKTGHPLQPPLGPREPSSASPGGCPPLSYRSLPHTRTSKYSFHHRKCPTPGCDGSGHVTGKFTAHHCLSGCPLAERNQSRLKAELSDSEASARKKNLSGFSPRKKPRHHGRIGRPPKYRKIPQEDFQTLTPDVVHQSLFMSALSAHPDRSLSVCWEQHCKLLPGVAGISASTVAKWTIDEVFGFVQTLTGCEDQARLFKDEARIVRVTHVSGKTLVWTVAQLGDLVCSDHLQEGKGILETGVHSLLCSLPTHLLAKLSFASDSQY
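L3MBTL1 (50 nM) pre-complexed 30 min with biotinylated H3(1-15)K9me1 peptide (75 nM), then compounds added for 30 min at room temperature; AlphaScreen streptavidin donor/nickel chelate acceptor beads (10 ug/mL final) read after 30 min dark incubation.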
TR SRC2 fluor cs – alters Texas Red total fluorescence, flagging assay interference. AID 1479. 280,000 compounds, 0.29% hits. Potency, µM (titrated, usually from 106 µM), for inactives: at the highest dose fluorescence change, negative = quenching. TRb/SRC2 Texas Red total fluorescence interference; active = well fitted curve in either direction with a large enough effect; inconclusive = small, poorly fitted or top-dose-only effect
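Human TRb ligand-binding domain at 0.6 uM with 20 nM Texas Red SRC2 peptide in Tris buffer containing 1 uM T3 and 5% DMSO, incubated with compound 5 h at ambient temperature. Total fluorescence (555/632 nm) calculated as parallel + 2 × perpendicular.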
JMJD2E inh – JMJD2E (human) inhibition. JMJD2E catalytic domain, FDH-coupled NADH fluorescence (FDH is formaldehyde dehydrogenase). Potency, µM (doses to about 57.1 µM), for the others: top-dose activity change, negative = inhibition, actives largely listed as inhibitors. B2RXH2. 230,000 compounds, 1.6% hits; active = well fitted inhibition curve with a large enough effect, not every such curve was filed as active; inconclusive = small, poorly fitted or top-dose-only effect, or another doubt; inactive = no such curve, though single readings can be large or run the other way;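 note: 0% = wells with enzyme and -100% = buffer wells without enzyme; nearly all actives have a fitted effect of over 50% in size; many of its hits are not listed in these tables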
Tau fibril FP – blocks human tau fibril formation measured by polarization; P10636; Potency, µM (top dose mostly 57.7 µM), inactives show at the highest dose activity, negative = inhibition, usual class: inhibitors; AID 1468; 280,000 compounds, 0.39% hits; K18 P301L tau heparin fibrillization, Alexa594 FP, 6 h; note: nearly all actives have a fitted effect of over 55% in size
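Human tau K18 […] P301L fragment, 15 uM unlabeled plus 0.24 uM Alexa 594-labeled tau (final), with compound and 20 uM heparin in 100 mM sodium acetate pH 7; 6 hr at 37 C, then Alexa 594 FP read.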
RECQ1 inh – blocks DNA unwinding by human RECQ1; P46063; RECQ1 DNA unwinding, red fluorescence kinetic read; Potency, µM (top dose mostly 57.3 µM), for the others: at the top dose activity, negative = inhibition, usual class: inhibitors; 240,000 compounds, 0.54% hits; AID 2549;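 note: plate controls were vehicle for no effect and no enzyme for full effect; nearly all actives have a fitted effect of over 30% in size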
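RECQ1T1 50 nM; forked duplex (20 bp + 30-nt ss tails) 200 nM, ATP 2 mM final; pH 8.0, 2 mM MgCl2, 2.5 ug/ml poly(dI-dC); 15 min compound preincubation; discontinuous kinetic read over 2 h at RT.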
RGS12 GoLoco inh – inhibitors of human Gai1-RGS12 GoLoco interaction (red fluorophore). P63096. Potency, µM (series often up to 61.6 µM), inactives show at the top dose activity, negative = inhibition, most hits filed as inhibitors. 230,000 compounds, 0.44% hits. AID 880. Gai1:RGS12 GoLoco peptide FP, rhodamine, 10 min; active = well fitted inhibition curve with a large enough effect, not every such curve was filed as active; inactive = no such curve, though single readings can be large or run the other way; note: nearly all actives have a fitted effect of over 30% in size; many of its hits are not listed in these tables
* hit, by the source's call; i = inactive; ? = inconclusive; . = no result given; [ ] = another dose, or the depositor's remark. Unless noted, calls come from the whole dose curve; as a rule, active = well fitted curve in the direction sought with a large enough effect; inconclusive = small, poorly fitted or top-dose-only effect, or another doubt; inactive = no such curve, though single readings can be large; an effect the other way counts as inactive or inconclusive. Unless noted, % is set by controls: 0 for no effect and ±100 for the full control effect; potency is the fitted concentration of half-maximal effect. These rows are one share of the data. The share of hits here may be higher or lower than overall.

Below each compound – TRb-SRC2 inh	Tau ThT inhib	L3MBTL1 inh	TR SRC2 fluor cs	JMJD2E inh	Tau fibril FP	RECQ1 inh	RGS12 GoLoco inh
- CCOC(=O)c1cc(-c2ccccc2)n(CC(=O)NC(C)c2ccccc2)c1C (stereo unspecified)
    0%	-9%	.	0%	.	-5%	.	.
- COc1ccc(NC(=O)Cc2ccc(C)cc2)c([N+](=O)[O-])c1
    1%	-12%	-8%	-2%	2%	-6%	0%	3%
- O=C1CSC(c2cccc([N+](=O)[O-])c2)N1c1c(F)cccc1F (stereo unspecified)
    -7%	3%	.	0%	2%	-12%	-2%	-8%
- CC(C)CCn1nnnc1C(c1ccccc1)N1CCN(C)CC1 (stereo unspecified)
    3%	-11%	.	2%	4%	0%	i	-10%
- CCOC(=O)c1c(-c2ccc(OC)cc2)cn2ccccc12
    -3%	-2%	13%	0%	?	-13%	i	8%
- N#CC(C#N)=C1C=CC=CN1/C(=C\c1ccco1)C(=O)c1ccc(Cl)cc1
    12%	22µM*	-8%	-10%	-12%	28µM*	-2%	-9%
- CCCCNS(=O)(=O)c1ccc2nc(-c3cccnc3)cc(C(=O)NC3CCCC3)c2c1
    9%	.	.	1%	-4%	3%	4%	-1%
- CC1CCN(CCCNC(=O)c2ccc3c(=O)n(CCc4ccccc4)c(=O)[nH]c3c2)CC1
    2%	-10%	.	2%	4%	-12%	-2%	6%
- Cc1ccc(C(=O)NCC(=O)N/N=C/c2cccs2)cc1C
    3%	-6%	-4%	-1%	?	-5%	-19%	3%
- C=CCN(C(=O)C1=NN(C2CCS(=O)(=O)C2)C(=O)CC1)c1nc(-c2ccc([N+](=O)[O-])cc2)cs1 (stereo unspecified)
    1%	?	1%	-1%	-11%	?	i	10%
- O=c1c2ccccc2nnn1CSc1nnc(-c2cccs2)n1Cc1ccccc1
    -7%	7%	.	-1%	9%	10%	-1%	2%
- CCCC1COC(Cn2cncn2)(c2ccc(C)cc2)O1 (stereo unspecified)
    7%	-1%	1%	0%	-5%	-2%	-3%	1%
- c1ccc(-c2nc(N3CCCCCC3)nc(-n3ccnc3)n2)cc1
    -17%	?	-2%	-2%	1%	-10%	-5%	-5%
- O=C1OC2CCC1(c1ccccc1)C2 (stereo unspecified)
    8%	9%	-4%[11.4 µM]	-1%	-2%	12%	4%	-4%
- Cn1c(Cn2c(=O)sc3ccccc32)nnc1SCc1ccccc1F
    -1%	-7%	.	0%	0%	6%	-6%	0%
- CC(C)(C)NC(=O)CSc1nnc(C2CC2)n1Cc1ccccc1
    -9%	4%	3%	-8%	-2%	3%	4%	-2%
- Cc1cc([N+](=O)[O-])cc(/C=N/n2c(C)nc3ccccc3c2=O)c1O
    -8%	?	?	-4%	?	12%	-2%	4%
- CCn1cc(C(=O)NCc2ccc3c(c2)OCO3)c(=O)c2cc(F)c(N3CCN(C)CC3)cc21
    9%	1%	.	-1%	?	0%	5%	9%
- COc1cc(NC(=O)C(=O)NCCN(C)C)c(OC)cc1Cl
    1%	1%	21%	-5%	1%	-7%[2.34 µM]	-14%	2%
- CCn1nnc(-c2ccccc2NC(=O)c2cccc(-n3cnnn3)c2)n1
    -5%	0%	6%	0%	4%	-11%	-4%	4%
- CCOC(=O)CCNC(C(=O)OCC)c1ccccc1 (stereo unspecified)
    -2%	-6%	.	1%	-5%	-3%	i	-13%
- O=C(CSCc1ccc(Cl)cc1)N1CCN(Cc2ccc3c(c2)OCO3)CC1
    -8%	?	-3%	-3%	-9%	?	0%	4%
- CC(C)n1c(SC2C(=O)CC(C)(C)CC2=O)nc2c1c(=O)n(C)c(=O)n2C
    -10%	-11%	.	-9%	-13%	3%	i	0%
- COc1ccc(N(CC(=O)N2CCN(c3ccc(F)cc3)CC2)S(=O)(=O)c2c(C)noc2C)cc1
    0%	-13%	.	0%	.	2%	.	.
- CC1=Nc2cc([N+](=O)[O-])ccc2NC(C)(C)C1
    4%	?	-6%	0%	0%	2%	4%	114%[activator]
- COc1cccc(-n2nnc3c(=O)n(Cc4ccc(C)cc4)cnc32)c1
    6%	0%	-1%	2%	-7%	-5%	-7%	4%
- CCNC(=S)Nc1ccc(OCC)cc1
    1%[53 µM]	3%	7%	-1%[53 µM]	1%	-5%	-11%	-3%
- CCCc1nc2c(nnn2Cc2ccccc2F)c(=O)[nH]1
    -4%	-10%	.	-2%	3%	-3%	-7%	12%
- CCOC(=O)c1c(-c2ncc(C(F)(F)F)cc2Cl)noc1C
    1%	1%	14%	0%	8%	1%	24%	-1%
- CCOc1ccc(N2C(=O)C(c3ccccc3)=C(c3nc4ccccc4s3)C2NC(C)=O)cc1 (stereo unspecified)
    1%	?	.	0%	-7%	1%	-6%	-9%
- C=CCNc1nc(Nc2ccc([N+](=O)[O-])cc2)nc(OCC)n1
    -1%	-5%	0%	-6%	-2%	1%	-3%	-20%
- CCOC(=O)C1=C(c2ccccc2)NC(=S)NC1c1ccc(Cl)cc1 (stereo unspecified)
    -3%	-3%	-19%	0%	-6%	3%	-3%	-1%
- CCOC(CNc1c([N+](=O)[O-])c(=O)n(C)c(=O)n1C)OCC
    -2%	-1%	4%	4%	10%	-9%	-8%	4%
- O=C(Nc1nc2ccccc2[nH]1)C1CCC1
    -7%	3%	1%	-1%	4%	-5%	-16%	2%
- Cc1ccc(S(=O)(=O)NC(=O)c2cc(C)n(-c3ccc(N(C)C)cc3)c2C)cc1
    -12%	-17%	-12%	-1%	?	-2%	-6%	.
- O=C(O)C1=C[C@H](c2coc3ccccc3c2=O)C[C@H](OCCCCO)O1
    -6%	-10%	20%	-2%	-4%	-3%	-19%	5%
- CCN(CC)Cc1nc2c(c(=O)[nH]1)C1(CCCC1)Cc1ccccc1-2
    -10%	-12%	-6%	2%	-19%	5%	-1%	7%
- CCCS(=O)(=O)c1csc(C(=O)OC)c1N
    0%	-5%	14%	-6%	?	1%	i	8%
- Cc1cc(C)cc(OCCOCCn2c(-c3ccc(Cl)cc3)nc3ccccc3c2=O)c1
    0%	-12%	.	-4%	.	?	.	.
- NNC(=O)CCC(=O)Nc1ccccc1
    9%	-4%	?	-2%	19%	-1%	i	5%
- CCCCOc1ccccc1C1C(C(=O)OC)=C(C)N(C)C(C)=C1C(=O)OC
    4%	-17%	-1%	-2%	4%	16%	-5%	-1%
- O=[N+]([O-])c1ccc(O)c(-c2nc(-c3ccccc3)c(-c3cccs3)[nH]2)c1
    -6%	20µM*	-6%	1%	-1%	-20%	i	10%
- CCC(=O)Nc1cc(OC)c(NC(=O)c2ccccc2)cc1OC
    -9%	?	-11%	3%	-9%	11%	-3%	107%[activator]
- CCCOc1ccc(/C=c2\sc3ncnn3c2=O)cc1
    -2%	?	1%	-2%	-6%	-7%	3%	4%
- CC(C)CC[n+]1ccn(-c2nc3ccccc3nc2[N-]S(=O)(=O)c2ccc(Cl)cc2)c1
    0%	-13%	7%	0%	?	6%	4%	-10%
- COC(=O)c1ccc(CSc2nc3sc(C)c(C)c3c(=O)[nH]2)cc1
    3%	-10%	.	5%	8%	7%	8%	0%
- COc1ccc(N2Cc3ccccc3C2)cc1Cl
    -8%	?	-6%	0%	-5%	-5%	-12%	10%
- C=CCNC(=O)c1onc(CSc2ccc(F)c(F)c2)c1C(=O)O
    -20%[53 µM]	13%	32%[activator]	-2%[53 µM]	-12%	2%	-3%	-17%
- CC(CCn1cccn1)NC(=O)CCc1nnc(C2CCCCC2)o1 (stereo unspecified)
    3%	-8%	7%	-1%	4%	-13%	-5%	1%
- O=C(Cn1nnc(-c2cccs2)n1)Nc1ccccc1C(F)(F)F
    -5%	9%	5%	5%	-8%	1%	-2%	12%
- COc1cc(/C=N/Nc2ccccc2C(F)(F)F)ccc1O
    1%	?	-22%	-10%	-22%	2%	-2%	6%
- CCOC(=O)c1ccc(NS(=O)(=O)c2c(C)n(C)c(=O)n(C)c2=O)cc1
    -4%	5%	49%[activator]	-2%	-3%	6%	2%	5%
- Cc1ccc(N2C(=O)CC3(CC4C=CC3C4)C2=O)cc1 (stereo unspecified)
    2%	-9%	.	-3%	4%	-6%	-2%	6%
- COc1cc2c(cc1NC(=O)CC1SC(N3CCCC3)=NC1=O)oc1ccccc12 (stereo unspecified)
    -1%	-15%	-5%	0%	-6%	6%	-9%	26%
- O=C(Nc1ccc(F)cc1)Nc1cc(OCC(F)(F)F)cc(OCC(F)(F)F)c1
    5%	-4%	7%	11%	-4%	8.9µM*	-7%	8%
- CC(C)C(=O)N1CCN(c2ccccc2NC(=O)COc2ccccc2)CC1
    3%	-11%	10%	-1%	-1%	-2%	1%	0%
- CC1CCc2nn(CC(=O)Nc3c(F)cc(F)cc3Br)cc2C1 (stereo unspecified)
    -10%	-13%	.	1%	1%	5%	-10%	18%
- Cc1noc(C)c1COC(=O)CCN1c2ccccc2Sc2ccccc21
    -6%	?	-3%	-3%	-5%	6%	-19%	-7%
- O=C(Nc1ccccc1)C1CCN(S(=O)(=O)c2ccc3[nH]c4c(c3c2)CCCCC4)CC1
    0%	6%	.	-1%	.	2%	.	.
- NC1=NC[C@@H](Cc2ccc(O)cc2)N1CCc1cccc(F)c1
    2%	-6%	.	-1%	8%	-2%	i	0%

Among those listed so far, two contain a COOH group.
Below each compound – TRb-SRC2 inh	Tau ThT inhib	L3MBTL1 inh	TR SRC2 fluor cs	JMJD2E inh	Tau fibril FP	RECQ1 inh	RGS12 GoLoco inh
- O=C(O)C1=C[C@H](c2coc3ccccc3c2=O)C[C@H](OCCCCO)O1
    -6%	-10%	20%	-2%	-4%	-3%	-19%	5%
- C=CCNC(=O)c1onc(CSc2ccc(F)c(F)c2)c1C(=O)O
    -20%[53 µM]	13%	32%[activator]	-2%[53 µM]	-12%	2%	-3%	-17%
